Screening data: PubChem BioAssay, several laboratories
Autofluor 339: intrinsic fluorescence of library compounds, ex339/em460 – biochemical, MLSMR library, data from DPM-DC assay, artefact control, profiling panel | compound autofluorescence, ex339/em460 nm, NADH buffer; hits give high values; 1 = no-compound wells, NADH background | fluorescence fold increase at 10 µM | 65,000 tested, 5.5% active | AID 709, 2007;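 active = at 10 µM, mean starting fluorescence two-fold or more over control wells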;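 also: signal is the first read of a kinetic run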
ROCK2 inh: inhibitors of human ROCK2 kinase, primary screen, biochemical, high-throughput, luminescence. 60,000 tested, 0.35% active. inhibition, % at 6 µM. purified ROCK2, Kinase-Glo ATP depletion luminescence;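 active = inhibition above the screen-wide mean inhibition plus 3 SD, cut at about 18% in these data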;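 also: plate controls were DMSO wells for no effect and Y-27632 control wells after no-enzyme background subtraction for full effect; many of its hits are not listed in these tables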
PKA inh: inhibitors of human PKA kinase activity, primary screen, biochemical, ATP-depletion luminescence, Kemptide substrate | cAMP-dependent protein kinase catalytic subunit alpha (Homo sapiens), P17612 | PKA Kemptide phosphorylation, Kinase-Glo ATP luminescence | inhibition, % at 6 µM | 65,000 tested, 0.1% active | AID 524, 2006;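 active = inhibition above the screen-wide mean inhibition plus 3 SD, cut at about 21% in these data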; also: many of its hits are not listed in these tables
MMP-13 inhibitor: human MMP13 inhibitors, primary screen, biochemical, FRET peptide cleavage. Collagenase 3 (Homo sapiens), P45452. MMP-13 fTHP FRET cleavage, Mca fluorescence. inhibition, % at 4 µM. 65,000 tested, 0.07% active. AID 570, 2006;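 active = inhibition above the mean of compound-free control plate wells plus 3 SD, cut at about 14% in these data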;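 also: 0% = DMSO wells and 100% = wells with reference MMP-13 inhibitor after basal subtraction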
HEK293 NFkB inh: inhibitors of PMA/ionomycin-induced NF-kB reporter, primary screen, antigen receptor NF-kB inhibitor project, cell-based, HEK-293 luciferase reporter, luminescence. HEK-293 NF-kB luciferase reporter. inhibition, % at 3 µM. 62,000 tested, 0.21% active. AID 465, 2006;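 active = inhibition above the mean of all tested compounds plus 3 SD, cut at about 40% in these data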;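 also: 0% = stimulated DMSO wells and 100% = 10 µM reference inhibitor 5653914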
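Timing: 1 h pretreatment, 16 h stimulation, 37 °C; system: HEK-293 cells with stable firefly luciferase reporter driven by four HIV NF-kB elements; doses: 3 µM once, 0.30% DMSO; measured by: luciferase luminescence; control set: DMSO and 10 µM reference inhibitor; repeats: single test; reagent: PMA plus ionomycin mix as NF-kB-activating stimulus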
NADH coupling: inhibitors of PK/LDH coupling enzymes, profiling panel, artefact control, biochemical, MLSMR library; coupled PK/LDH NADH assays, four targets; IC50, µM (highest dose often 10 µM), without a hit: top-dose inhibition; 65,000 tested, 0.02% active;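 active = single-dose screening hits from any of four coupled enzyme assays that gave an IC50 when retested across doses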;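 also: the DPM-DC format reads NADH fluorescence rather than 340 nm absorbance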
Ecoli tolC: growth inhibitors of E. coli tolC mutant, primary screen, strain BW25113 ΔtolC::kan, 384-well. OD615. growth inhibition, % at 10 µM (by protocol). 65,000 tested, 2.2% active. AID 573, 2007;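 active = growth inhibition at or above a cutoff equal to the mean over every tested compound plus 3 SD, cut at about 60% in these data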;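 also: growth measured after 20 h incubation at 37 °C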
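System: E. coli ΔtolC::kan strain BW25113; Buffer or medium: LB broth supplemented with 50 µg/mL kanamycin; Compound: 10 µM final, single dose; Incubation: bacterial growth with compound for 20 h at 37 °C; Signal: A615 absorbance measurement; Evaluation: growth inhibition in percent.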
JNK3 inh: JNK3 kinase activity inhibitors, primary screen, biochemical, human, purified enzyme | 60,000 tested, 0.61% active | inhibition, % at 8 µM | Mitogen-activated protein kinase 10 (Homo sapiens), P53779 | HTS; in the data active = inhibition above about 17%;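 also: 0% = DMSO and 100% = reference inhibitor; many of its hits are not listed in these tables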
Target sequence (P53779 whole entry, looked up): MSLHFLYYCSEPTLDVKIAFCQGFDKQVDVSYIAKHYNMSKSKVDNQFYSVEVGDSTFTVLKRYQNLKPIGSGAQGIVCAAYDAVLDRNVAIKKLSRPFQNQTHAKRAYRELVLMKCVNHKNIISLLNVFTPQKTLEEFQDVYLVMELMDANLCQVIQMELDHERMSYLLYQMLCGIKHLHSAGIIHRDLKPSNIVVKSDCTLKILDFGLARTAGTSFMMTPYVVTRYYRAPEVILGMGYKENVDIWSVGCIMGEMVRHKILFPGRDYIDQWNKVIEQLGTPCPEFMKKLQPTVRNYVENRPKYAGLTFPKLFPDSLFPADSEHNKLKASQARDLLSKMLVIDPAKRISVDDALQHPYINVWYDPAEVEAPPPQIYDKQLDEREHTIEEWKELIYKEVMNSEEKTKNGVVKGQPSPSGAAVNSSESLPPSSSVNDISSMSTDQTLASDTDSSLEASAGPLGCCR
Abs 340nm: compound light absorbance at 340 nm, profiling panel, artefact control, biochemical, MLSMR library, data from PS, PMK, MK assays. compound absorbance at 340 nm, fold over control. 65,000 tested, under 10 active. fold change at 10 µM. AID 708, 2007;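 active = at 10 µM dose, initial 340 nm absorbance at least 2 fold that of control wells; inactive = change under 2 fold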;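 also: initial absorbance extrapolated from kinetic A340 decline of NADH oxidation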
Numbers without * were called inactive; x = not tested or not shown; [ ] = dose if it differs, or a comment. Only part of the results is shown; rates above refer to the full screens.

SMILES	Autofluor 339	ROCK2 inh	PKA inh	MMP-13 inhibitor	HEK293 NFkB inh	NADH coupling	Ecoli tolC	JNK3 inh	Abs 340nm
CCOC(=O)c1c(C)[nH]c(C(=O)COC(=O)C2CC(=O)N(Cc3ccccc3)C2)c1C (stereo unspecified)	0.86	3	7	-3	13	6%	15	2	1
O=C(CCCc1nc2ccccc2s1)N1CCN(S(=O)(=O)c2cccs2)CC1	1.1	2	1	0	24	1%	6	-3	1
O=C(Nc1ncnc2c1ncn2C1OC(COC(=O)c2ccccc2)C(F)C1O)c1ccccc1 (stereo unspecified)	1.1	0	2	-9	21	2%	5	4	1
COc1ccccc1-n1nnnc1SCC(=O)Nc1cc(C)on1	1.1	4	4	-3	23	5%	-12	0	1
O=C(CSc1nnc(Cc2cc(=O)[nH]c(=O)[nH]2)n1-c1ccccc1)NCC1CCCO1 (stereo unspecified)	1	6	12	-3	-5	3%	-16	5	0.99
Cc1ccc2nc(NC(=O)C3CCN(S(=O)(=O)c4cccc5nsnc45)CC3)sc2c1	1	1	4	3	3	3%	30	7	1
Cn1c(=O)c2c(n(Cc3ccccc3)c1=O)NC(=O)C2CC(=O)N1CCc2ccccc2C1 (stereo unspecified)	1.2	6	9	-10	-5	6%	0	0	1
COC(=O)C1=C(C)NC(C)=C(C(=O)OC)C1c1ccc(NC(C)=O)cc1	2.1*	10	12	-1	16	11%	-3	3	1.1
O=C(NCCN1CCOCC1)C1CCN(c2nc3ccccc3o2)CC1	0.98	6	10	-53	11	8%	-12	4	0.98
Cc1[nH]c(=O)[nH]c1C(=O)CCCCC(=O)OCC(=O)Nc1ccccn1	1.1	8	6	2	23	4%	-22	43*	1
CC1(C)CC(=O)C2=C(C1)Nc1ncnn1C2c1ccccn1 (stereo unspecified)	1.2	0	1	-4	10	5%	-13	2	1
CC(C)C(=O)Nc1cccc(C(=O)NCc2ccc(S(N)(=O)=O)cc2)c1	1.1	5	8	-1	9	2%	-5	3	1
O=C(CSc1nnc(CNC(=O)c2cccs2)o1)NCc1ccc(F)cc1	1.1	x	6	5	3	4%	-18	x	1
COCCN(CCOC)C(=O)c1cc2sc3ccccc3c2s1	0.92	x	11	1	15	6%	17	x	1.1
CC1(C)C(=O)NCCN1C(=O)CSc1nccc(-c2ccc(Br)cc2)n1	1.1	-2	-3	-2	10	4%	12	2	1
COc1ccc2cc(C(c3nnnn3CCc3ccccc3)N3CCCC(C)C3)c(=O)[nH]c2c1 (stereo unspecified)	1.1	6	5	-5	15	12%	28	-4	1.1
N#Cc1ccc(COC(=O)CSc2nnc(C3CCCCC3)n2N)cc1	1.1	0	3	0	-11	2%	3	-3	1.1
OC(CCN1CCCCC1)(c1ccccc1)c1ccccc1	1	-10	-10	-1	x	2%	15	-2	0.99
Cc1ccc(NC(=O)c2ccccc2F)nc1	1.4	-7	-10	-23	-29	4%	-19	0	0.98
O=C(NCCC1=CCCCC1)C1CCCN(S(=O)(=O)c2ccccc2)C1 (stereo unspecified)	1	5	8	8	18	2%	7	3	1
COc1ccc(C2C(CC(=O)O)=C(O)C(=O)N2c2ccccc2)cc1 (stereo unspecified)	1.2	3	8	0	12	1%	-6	2	1.1
O=C(c1cc(-c2ccco2)on1)N1CCOCC1	1.1	-3	-6	-1	6	3%	-13	2	0.99
O=C(O)Cc1nc2nc3c(c(=O)n2[nH]1)CCCC3	1.1	4	7	0	15	6%	-12	4	1
c1ccc(C2CC(c3cccs3)n3nnnc3N2)cc1 (stereo unspecified)	1	4	10	-2	6	5%	8	7	1
COc1ccc(NS(=O)(=O)c2ccc3c(c2)Cc2ccccc2-3)cn1	1.1	1	0	6	3	0%	100*	-7	1
CC1(C)CC(=O)C(C=NCCc2ccc(S(N)(=O)=O)cc2)=C(O)C1	1.1	2	12	4	11	5%	-10	-3	1
Cc1[nH]c2ccccc2c1C(O)CN1CCN(c2cccc(C(F)(F)F)c2)CC1 (stereo unspecified)	1.2	-1	-2	0	-2	6%	15	1	1
N#CCSc1nnc(-c2ccc(S(=O)(=O)N3CCOCC3)cc2)n1CC1CCCO1 (stereo unspecified)	1.1	-4	-2	-2	13	6%	-17	-4	1.1
CC(C)Oc1ccc(C(=O)NC2CCS(=O)(=O)C2)cc1 (stereo unspecified)	1.1	3	6	-1	19	4%	-21	5	0.95
N=c1c2c3c(sc2ncn1N)CCCCC3	1.1	4	5	1	15	8%	-12	7	1
CCOc1cc(NS(=O)(=O)CC)c(OCC)cc1NC(=O)c1ccco1	1	2	4	0	-9	8%	-7	4	1
COc1ccc(S(=O)(=O)CCC(=O)N2CC(=O)N(CCc3ccccc3)C(=O)C2)cc1	1.1	0	-1	0	9	3%	-19	3	0.99
CCOC(=O)N1CCC(NC(=O)c2ccc3c(c2)sc2nc(-c4ccccc4)cn23)CC1	2*	6	8	-58[fluorescence artefact?]	-11	8%	8	13	0.98
CCOc1ccc(C2=Nn3c(nnc3-c3ccccc3OC)SC2)cc1	1.1	5	5	1	x	5%	6	4	1.1
O=C(COc1ccc(S(=O)(=O)N2CCCC2)cc1Cl)N1CCN(c2ccccc2)CC1	1.1	12	6	1	18	2%	19	6	1.1
O=C(CCSc1nc(-c2ccco2)cc(C(F)(F)F)n1)N1CCN(c2ccccc2)CC1	1.1	6	14	2	9	1%	30	-4	1.1
Cc1ccccc1C(=O)N1CCCN(C(=O)c2ccccc2C)CC1	1.1	-2	-2	2	10	2%	0	-4	1
CN1C(=O)N(S(=O)(=O)c2ccc(F)c(F)c2F)C(=O)C1(C)C	0.97	-3	0	-1	21	1%	-16	-2	1
CCCCOC(=O)CSc1nc(N)c(C#N)c(-c2ccc(OCC)cc2)c1C#N	1.2	-1	5	0	4	3%	-9	9	1.1
COc1cc(C)c(-c2cc(C(=O)O)c(C)o2)cc1C(C)C	1	0	4	-1	13	1%	39	5	1
O=C(NCc1ccco1)c1csc(Nc2ccccc2Cl)n1	1.1	8	2	0	6	3%	3	-4	0.98
COc1ccc(-c2[nH]nc3c2C(c2ccccc2OC(=O)N2CCOCC2)C(C#N)=C(N)O3)cc1 (stereo unspecified)	1	0	-1	-1	18	4%	15	-4	0.96
Cc1ccc(S(=O)(=O)N2CCOCC2)cc1C(=O)NCc1ccc(F)cc1	1.1	-2	9	2	12	5%	-3	1	0.99
c1ccc2c(-c3nc(-c4ccncc4)no3)cccc2c1	1.5	9	20	-20	-8	3%	4	6	1
COC(=O)C1=CN(C)C=C(C(=O)OC)C1c1ccc(Cl)cc1Cl	2.1*	3	7	-100[fluorescence artefact?]	7	9%[fluoresces]	0	2	1
COC(=O)C1=C(C)NC(=O)C1(Nc1ccc(Cl)cn1)C(F)(F)F (stereo unspecified)	1.1	7	7	2	10	3%	17	2	1.1
COC(=O)C1=C(C)N=C2SC(C)C(=O)N2C1c1cccs1 (stereo unspecified)	1	-7	2	2	x	2%	16	7	1.1
Cc1ccc(NC(=O)c2nc[nH]c2C(=O)N2CCCCC2)c(C(=O)c2ccccc2)c1	1.1	-3	2	-1	6	3%	37	-11	1.1
CCNc1nc(NC(C)C)nc(N(C#N)CCOc2ccc(Cl)cc2Cl)n1	1	6	12	3	5	3%	75*	-6	0.99
CCN(CCCNC(=O)c1c(C)cc(=O)oc1C)c1ccccc1	1	x	-7	-2	28	5%	-3	x	1.2
COc1cc(-c2noc(CCC(=O)Nc3cccnc3)n2)cc(OC)c1OC	0.95	6	6	-4	12	5%	-7	-2	1.1
CCCS(=O)(=O)N1CCC(C(=O)NC2CCC(C)CC2)CC1 (stereo unspecified)	1.1	9	9	-4	-13	4%	-21	2	0.99
Cc1oc(-c2ccc(Cl)cc2)nc1CN1CCC(C(=O)NCc2ccco2)CC1	1.1	4	9	-12	7	8%	-1	5	0.96
COc1cccc(C(=O)Nc2nnc(-c3ccc(F)cc3)o2)c1	1	4	0	4	10	7%	16	0	1.1
CC1CCc2cc(F)ccc2N1C(=O)CCC(=O)O (stereo unspecified)	1.2	1	8	2	17	5%	-6	1	1
O=S(=O)(c1cccs1)n1cccn1	1.1	4	5	-5	1	5%	-18	2	1
O=C(CCN1C(=O)c2ccccc2C1=O)Nc1ccc2c(c1)OCCO2	1.1	8	10	0	18	3%	-9	-3	1.1
CCCSc1nc(N)cc(=O)[nH]1	0.96	5	11	5	2	6%	-8	2	1
CC1(C)Cc2c(c(-c3ccco3)[nH]c(=O)c2C#N)CO1	1.4	-1	7	-14	3	4%	-11	-7	1.1
COc1ccc(C2C(C(C)=O)=C(O)C(=O)N2c2nccs2)cc1OC (stereo unspecified)	1.1	-11	1	8	x	1%	-4	5	1.1

3 compounds from above, reduced to Autofluor 339 and JNK3 inh:
SMILES | Autofluor 339 | JNK3 inh
N=c1c2c3c(sc2ncn1N)CCCCC3 | 1.1 | 7
CCOc1cc(NS(=O)(=O)CC)c(OCC)cc1NC(=O)c1ccco1 | 1 | 4
COc1ccc(S(=O)(=O)CCC(=O)N2CC(=O)N(CCc3ccccc3)C(=O)C2)cc1 | 1.1 | 3

Following part:
SMILES	Autofluor 339	ROCK2 inh	PKA inh	MMP-13 inhibitor	HEK293 NFkB inh	NADH coupling	Ecoli tolC	JNK3 inh	Abs 340nm
COC(=O)N1CCN(c2ccc(Cl)c(Cl)c2)CC1	1.1	5	-1	1	10	5%	26	1	1.1
O=C(Cn1cnc2scc(-c3ccccc3)c2c1=O)N1CCOCC1	1.1	-3	-3	-5	9	7%	-5	2	1
CCSC1(SCC)N=C(N)C2(C#N)C(c3ccccc3)NC(C)=C(C)C12C#N (stereo unspecified)	1.1	2	3	-10	11	2%	10	4	1
NC(=O)COc1c(-c2ccccc2)oc2ccccc2c1=O	1.3	8	6	3	13	8%	3	0	1.1
CCCC12CN3CC(C)(CN(C1)C31CCCCC1)C2=O	1.1	x	-3	2	8	8%	-16	x	1
CCCCCOC(=O)NCCOC(=O)Nc1ccc(C(=O)OCC)cc1	1.1	0	1	1	16	7%	43	1	0.95
O=C(OCC(=O)N1CCc2ccccc21)c1cccnc1	1.1	4	12	6	4	0%	2	-1	1
O=C(CSc1nnc(C2CCCCC2)n1Cc1ccccc1)NCc1ccco1	1.1	0	0	3	6	4%	14	10	1
Cc1ccc(NC(=O)C2CCCNC2=O)nc1 (stereo unspecified)	1	2	-3	4	5	3%	-16	2	0.97
Cn1c(=O)c2c(nc(CN3CCN(Cc4ccccc4)CC3)n2Cc2cccc(Cl)c2)n(C)c1=O	1	0	-10	-7	12	3%	4	-8	0.99
Cc1cccc(NC(=O)CSc2nnc(NC(=O)CN3CCOCC3)s2)c1	1.1	x	13	6	7	7%	-8	x	1
